TAAR1 ag – agonists of human TAAR1. Q96RJ0. CHO RD-HGA16 TAAR1, Fluo-8 calcium fluorescence; vehicle wells 0%, saturating PEA agonist 100%. activation, % at 3 µM. 360,000 compounds, 0.99% hits;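 active = activation above the mean activation of all test compounds in the run plus 3 SD, cut at about 38% in these data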
Target sequence (Q96RJ0 whole entry, looked up): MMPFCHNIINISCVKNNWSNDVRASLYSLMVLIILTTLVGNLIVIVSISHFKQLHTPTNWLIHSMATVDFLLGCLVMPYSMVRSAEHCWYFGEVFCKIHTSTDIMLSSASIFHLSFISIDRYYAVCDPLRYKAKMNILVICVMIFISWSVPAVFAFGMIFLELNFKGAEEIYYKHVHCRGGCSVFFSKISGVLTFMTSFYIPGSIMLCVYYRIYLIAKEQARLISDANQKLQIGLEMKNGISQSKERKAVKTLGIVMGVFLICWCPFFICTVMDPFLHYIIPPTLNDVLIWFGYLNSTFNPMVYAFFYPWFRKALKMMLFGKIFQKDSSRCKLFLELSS
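Test system: RD-HGA16 (CHO) cells co-expressing Gα16 and hTAAR1 | Doses: Single dose, 3 µM | Schedule: 17-24 h seeding, 75 min 37 °C dye, 30 min RT | Evaluation: % activation from peak over basal fluorescence ratio, DMSO-to-PEA scaled | Technique: Kinetic Fluo-8 calcium fluorescence | Benchmarks: Low control DMSO, high control PEA (EC100)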
M5 ag – agonists of human muscarinic M5 receptor (CHRM5). AID 624037. CHO-K1 hM5 cells, Fluo-8 calcium fluorescence; 0% DMSO wells, 100% maximal acetylcholine response. activation, % at 3 µM. P08912. 360,000 compounds, 0.19% hits;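 active = activation above the run's mean over test compounds plus 3 SD, cut at about 23% in these data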;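 also: signal is peak over basal fluorescence ratio across the kinetic read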
Target sequence (P08912 whole entry, looked up): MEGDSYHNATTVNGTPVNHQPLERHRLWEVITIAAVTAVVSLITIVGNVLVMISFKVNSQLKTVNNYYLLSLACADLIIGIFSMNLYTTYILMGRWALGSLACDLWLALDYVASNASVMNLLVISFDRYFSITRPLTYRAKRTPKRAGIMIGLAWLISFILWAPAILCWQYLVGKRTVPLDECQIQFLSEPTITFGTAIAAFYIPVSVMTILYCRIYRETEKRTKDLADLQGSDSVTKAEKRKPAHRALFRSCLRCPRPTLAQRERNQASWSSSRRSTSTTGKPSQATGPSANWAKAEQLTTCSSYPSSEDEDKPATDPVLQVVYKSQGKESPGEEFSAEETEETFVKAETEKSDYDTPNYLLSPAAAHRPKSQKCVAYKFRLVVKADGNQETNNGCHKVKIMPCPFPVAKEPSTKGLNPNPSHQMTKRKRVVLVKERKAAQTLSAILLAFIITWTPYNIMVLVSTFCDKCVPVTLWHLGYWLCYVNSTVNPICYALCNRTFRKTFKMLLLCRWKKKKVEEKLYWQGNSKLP
CHRM4 agonist – agonists of human muscarinic M4 receptor (CHRM4); P08173; CHO-K1 hM4/Gqi5, Fluo-8 calcium fluorescence; vehicle 0%, full acetylcholine response 100%; activation, % at 3 µM; 360,000 compounds, 0.14% hits; AID 624127;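 active = activation above the run mean over all test wells plus 3 SD, cut at about 32% in these data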;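 also: peak over basal fluorescence ratio per well then scaled between controls; 0% = DMSO wells and 100% = acetylcholine at EC100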
M4 antag – antagonists of human muscarinic M4 receptor (CHRM4); inhibition, % at 3 µM; CHO-hM4 cells, ACh EC80, Fluo-8 calcium fluorescence; 360,000 compounds, 0.73% hits; AID 624125;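 active = inhibition above its plate's cutoff, the mean inhibition of sample wells plus 3 SD, cut at about 27% in these data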;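 also: 0% = acetylcholine EC80 with DMSO and 100% = DMSO without agonist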
CHRM5 PAM – potentiates acetylcholine response at human M5 receptor | P08912 | CHO-K1 hM5, Fluo-8 calcium, ACh EC20 PAM; 0% = ACh EC20, 100% = ACh EC100 | 360,000 compounds, 0.3% hits | activation, % at 3 µM;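 active = activation above the run cutoff, the mean activation of all test compounds plus 3 SD, cut at about 18% in these data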
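Probe or stimulus: acetylcholine, EC20 level; Assay system: human M5 receptor in CHO-K1 cells; Schedule: compound preincubation 140 s before EC20 acetylcholine addition; Technique: intracellular calcium via Fluo-8 fluorescence; Dosing: single-point, 3 µM nominal; Read-out basis: percent activation from peak-over-basal fluorescence ratio, scaled EC20-to-EC100 acetylcholine; Repeats: one well per compound, no replicates.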
M1 PAM – human CHRM1 positive allosteric modulation; 360,000 compounds, 0.088% hits; P11229; CHO-K1 hM1, Fluo-8 calcium fluorescence, ACh EC20; 0% = ACh EC20, 100% = maximal ACh; activation, % at 3 µM; in the data active = activation above about 19%, passing the limit was not always enough
M5 antag – antagonists of human muscarinic M5 receptor (CHRM5) | P08912 | CHO-hM5 cells, Fluo-8 calcium fluorescence, ACh EC80 | inhibition, % at 3 µM | 360,000 compounds, 0.59% hits | AID 624040;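 active = inhibition above a per-plate cutoff, the mean of that plate's test compounds plus 3 SD, cut at about 27% in these data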;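 also: 0% = acetylcholine EC80 with DMSO and 100% = DMSO without agonist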
M1 ag – human M1 muscarinic receptor agonism | activation, % at 3 µM | P11229 | CHO-K1 hM1, Fluo-8 calcium fluorescence, agonist mode; 0% DMSO, 100% acetylcholine EC100 | 360,000 compounds, 0.33% hits;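 active = activation above the run's mean compound activation plus 3 SD, cut at about 16% in these data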;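 also: peak over basal fluorescence ratio within a 140 s kinetic read after compound addition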
M1 antag – human CHRM1 antagonism. CHO-K1 hM1, Fluo-8 calcium fluorescence, ACh EC80 antagonist. inhibition, % at 3 µM. 360,000 compounds, 1.3% hits. AID 588852;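 active = percent inhibition above its own plate's cutoff, namely the mean of that plate's compound wells plus 3 SD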;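 also: peak over basal fluorescence ratio during 140 s after agonist addition; 0% = ACh EC80 plus DMSO and 100% = DMSO alone without agonist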
* = called active by the depositor.

What do the screens show for `COc1ccc(C(=O)N=c2sc3ccccc3n2C)cc1OC`?
TAAR1 ag: 1; M5 ag: -1; CHRM4 agonist: 1; M4 antag: 2; CHRM5 PAM: 0; M1 PAM: 7; M5 antag: 6; M1 ag: -1; M1 antag: -8

Results for COc1cc(/C=C/C(=O)NCC2CCCCC2)cc(OC)c1OC ?
TAAR1 ag: -1; M5 ag: -2; CHRM4 agonist: 3; M4 antag: 5; CHRM5 PAM: 0; M1 PAM: 4; M5 antag: 3; M1 ag: -3; M1 antag: -1

Results for CC1(C)Oc2ccc(C(=O)Nc3ccccc3F)cc2N(CC(=O)N2CCOCC2)C1=O ?
TAAR1 ag: 1; M5 ag: -2; CHRM4 agonist: 2; M4 antag: -9; CHRM5 PAM: 3; M1 PAM: 8; M5 antag: -2; M1 ag: -5; M1 antag: -7

What do the screens show for `Cc1sc2nc(CN3CCOCC3)nc(N3CCC(C(N)=O)CC3)c2c1C`?
TAAR1 ag: 27; M5 ag: 1; CHRM4 agonist: 4; M4 antag: 2; CHRM5 PAM: -14; M1 PAM: 13; M5 antag: 4; M1 ag: 1; M1 antag: -12

What do the screens show for `O=C(O)CCc1nn2c3ccccc3nc2n(CCN2CCCCC2)c1=O`?
TAAR1 ag: 1; M5 ag: -1; CHRM4 agonist: 0; M4 antag: 5; CHRM5 PAM: -6; M1 PAM: 6; M5 antag: -2; M1 ag: 0; M1 antag: -7

What do the screens show for `CCOc1ccc(OCCC(=O)N(CC)CC(=O)Nc2c(F)cccc2F)cc1`?
TAAR1 ag: 1; M5 ag: 4; CHRM4 agonist: 2; M4 antag: 7; CHRM5 PAM: -3; M1 PAM: 6; M5 antag: 8; M1 ag: -2; M1 antag: -5

Results for O=C(O)C(=Cc1ccccc1[N+](=O)[O-])c1ccccc1 ?
TAAR1 ag: 2; M5 ag: 6; CHRM4 agonist: 1; M4 antag: -15; CHRM5 PAM: 3; M1 PAM: 16; M5 antag: -2; M1 ag: 0; M1 antag: -20

Results for COc1ccccc1Cn1c(-c2ccco2)nc2nc3ccccc3nc21 ?
TAAR1 ag: 12; M5 ag: 0; CHRM4 agonist: 2; M4 antag: -4; CHRM5 PAM: -2; M1 PAM: 0; M5 antag: 6; M1 ag: -1; M1 antag: -12

Results for COc1ccc(OCCNC(=O)CSc2ccc(C(F)(F)F)cc2[N+](=O)[O-])cc1 ?
TAAR1 ag: -2; M5 ag: 1; CHRM4 agonist: 1; M4 antag: -3; CHRM5 PAM: 8; M1 PAM: 12; M5 antag: 1; M1 ag: 6; M1 antag: -13

Results for CC(=O)Nc1cc(C(F)(F)F)ccc1OCCOc1ccccc1 ?
TAAR1 ag: 0; M5 ag: -1; CHRM4 agonist: 0; M4 antag: -18; CHRM5 PAM: -3; M1 PAM: -3; M5 antag: 3; M1 ag: -5; M1 antag: 2

What do the screens show for `COc1ccc(-c2c/c(=N\c3nc(-c4ccccc4)c(C)s3)c3ccccc3o2)cc1O`?
TAAR1 ag: 10; M5 ag: -1; CHRM4 agonist: 1; M4 antag: 2; CHRM5 PAM: -3; M1 PAM: 11; M5 antag: 1; M1 ag: 0; M1 antag: -12

Results for CNc1nc(OCC#N)nc(N2CCCCC2)n1 ?
TAAR1 ag: 4; M5 ag: -3; CHRM4 agonist: 1; M4 antag: 6; CHRM5 PAM: 1; M1 PAM: 13; M5 antag: 5; M1 ag: -11; M1 antag: -11

What do the screens show for `O=C(c1cnn2c(C(F)(F)F)cc(-c3ccco3)nc12)N1CCCc2ccccc21`?
TAAR1 ag: 10; M5 ag: -4; CHRM4 agonist: 0; M4 antag: -10; CHRM5 PAM: -2; M1 PAM: 9; M5 antag: -5; M1 ag: -3; M1 antag: -13

What do the screens show for `COc1ccc(-c2noc(CN(C(=O)c3c(-c4ccccc4Cl)noc3C)C(C)C)n2)cc1`?
TAAR1 ag: 7; M5 ag: -10; CHRM4 agonist: 5; M4 antag: 10; CHRM5 PAM: -14; M1 PAM: -11; M5 antag: 0; M1 ag: -7; M1 antag: 2

How did C(=N\N1CCN(c2ccccn2)CC1)/c1ccco1 do in these assays?
TAAR1 ag: 8; M5 ag: 0; CHRM4 agonist: 2; M4 antag: 3; CHRM5 PAM: 4; M1 PAM: 9; M5 antag: 2; M1 ag: -10; M1 antag: -6

How did COc1cccc(-c2ccc(NC(=O)C3CCCN(Cc4nccn4C)C3)cc2)c1 (stereo unspecified) do in these assays?
TAAR1 ag: 4; M5 ag: -7; CHRM4 agonist: 6; M4 antag: -1; CHRM5 PAM: 0; M1 PAM: -7; M5 antag: -19; M1 ag: -4; M1 antag: 3

Results for Oc1ccc(CNc2ccccc2O)cc1 ?
TAAR1 ag: 4; M5 ag: 4; M4 antag: 5; CHRM5 PAM: -2; M1 PAM: 11; M5 antag: 7; M1 ag: 0; M1 antag: -12

Results for CC(C)CNC(=O)COC(=O)c1ccc2c(c1)C(=O)N(Cc1ccco1)C2=O ?
TAAR1 ag: 2; M5 ag: -1; CHRM4 agonist: 2; M4 antag: 7; CHRM5 PAM: 2; M1 PAM: 10; M5 antag: 8; M1 ag: -2; M1 antag: -2

How did COc1ccc2c(C)cc3nnnn3c2c1 do in these assays?
TAAR1 ag: -4; M5 ag: -1; CHRM4 agonist: 1; M4 antag: -1; CHRM5 PAM: 4; M1 PAM: 7; M5 antag: 3; M1 ag: -3; M1 antag: 3

Results for CC(=O)C1=C(O)C(=O)N(CCCn2ccnc2)C1c1ccc(C)cc1 (stereo unspecified) ?
TAAR1 ag: -1; M5 ag: 1; CHRM4 agonist: 1; M4 antag: -6; CHRM5 PAM: 7; M1 PAM: -1; M5 antag: -3; M1 ag: -4; M1 antag: -2

How did Cc1[nH]c2ccccc2c1C(=O)C(=O)NCCCn1ccnc1 do in these assays?
TAAR1 ag: 3; M5 ag: 2; CHRM4 agonist: 6; M4 antag: -5; CHRM5 PAM: 5; M1 PAM: 13; M5 antag: 8; M1 ag: 0; M1 antag: -8

Results for CCC(=O)Nc1cc(ON=C(C)C)cc([N+](=O)[O-])c1 ?
TAAR1 ag: -2; M5 ag: -2; CHRM4 agonist: 1; M4 antag: -6; CHRM5 PAM: -6; M1 PAM: 11; M5 antag: 10; M1 ag: -7; M1 antag: -11

How did CCOC(=O)/C(=C\c1cccnc1)C(=O)c1cc(C(C)=O)c(Nc2ccccc2)s1 do in these assays?
M5 ag: -5; CHRM4 agonist: 5; M4 antag: 46*; CHRM5 PAM: 1; M1 PAM: 4; M5 antag: 10; M1 ag: -5; M1 antag: 3

How did CCc1ccccc1NC(=O)CSc1nc(C)c(C)o1 do in these assays?
TAAR1 ag: 0; M5 ag: -3; CHRM4 agonist: 1; M4 antag: -1; CHRM5 PAM: -8; M1 PAM: 4; M5 antag: 18; M1 ag: -2; M1 antag: -3

How did O=[N+]([O-])c1ccc(N2CCOCC2)c(S(=O)(=O)N2CCOCC2)c1 do in these assays?
TAAR1 ag: 0; M5 ag: 1; CHRM4 agonist: 2; M4 antag: -10; CHRM5 PAM: 6; M1 PAM: 8; M5 antag: -6; M1 ag: -2; M1 antag: -4

Results for Cc1nc(C(F)(F)F)ccc1C(=O)N1CCC1(C)C(=O)NS(=O)(=O)c1ccccc1Cl (stereo unspecified) ?
TAAR1 ag: 2; M5 ag: 0; CHRM4 agonist: 0; M4 antag: 6; CHRM5 PAM: -1; M1 PAM: 9; M5 antag: 7; M1 ag: -1; M1 antag: -17

Results for CCCCN(C)CCCNC(=O)c1ccc2c(c1)NC(=O)C(N1CCOCC1)S2 (stereo unspecified) ?
TAAR1 ag: 6; M5 ag: -7; CHRM4 agonist: 1; M4 antag: -1; CHRM5 PAM: -4; M1 PAM: 2; M5 antag: 1; M1 ag: -3; M1 antag: 9

What do the screens show for `C=CCn1c(SCCC(=O)O)nnc1-c1cccs1`?
TAAR1 ag: 11; M5 ag: 0; CHRM4 agonist: 0; M4 antag: 0; CHRM5 PAM: -1; M1 PAM: -2; M5 antag: -2; M1 ag: -2; M1 antag: 6

Results for CCCCOc1ncnc2c1[nH]c1ccccc12 ?
TAAR1 ag: 2; M5 ag: 3; CHRM4 agonist: 10; M4 antag: 12; CHRM5 PAM: -14; M1 PAM: -1; M5 antag: 14; M1 ag: 0; M1 antag: 16

Results for Cc1onc(-c2ccccc2)c1C(=O)N/N=C/C(Br)=C/c1ccccc1 ?
TAAR1 ag: 2; M5 ag: -2; CHRM4 agonist: 3; M4 antag: 4; CHRM5 PAM: -12; M1 PAM: -12; M5 antag: 12; M1 ag: -4; M1 antag: 7

How did COc1ccc(N2CCOCC2)c(NC(=O)c2ccc3c(c2)OCO3)c1 do in these assays?
TAAR1 ag: -2; M5 ag: 0; CHRM4 agonist: 1; M4 antag: 0; CHRM5 PAM: 0; M1 PAM: 5; M5 antag: 7; M1 ag: -3; M1 antag: -4

Results for Cc1ccc(CN2C(=O)[C@@H]3Cc4c([nH]c5ccccc45)C(C)(C)N3C2=O)cc1 ?
TAAR1 ag: 12; M5 ag: 4; CHRM4 agonist: 9; M4 antag: -11; CHRM5 PAM: -2; M1 PAM: 17; M5 antag: -2; M1 ag: 12; M1 antag: 0

Results for Cc1[nH]c(=O)nc(SCc2cccc(Cl)c2)c1C#N ?
TAAR1 ag: -3; M5 ag: -2; CHRM4 agonist: 0; M4 antag: -13; CHRM5 PAM: 6; M1 PAM: 7; M5 antag: 0; M1 ag: -2; M1 antag: -3

What do the screens show for `O=C(Nc1ccc2oc(=O)ccc2c1)c1cccnc1Cl`?
TAAR1 ag: 11; M5 ag: -1; CHRM4 agonist: 0; M4 antag: 9; CHRM5 PAM: -1; M1 PAM: 5; M5 antag: -4; M1 ag: -2; M1 antag: -8

Results for NC(=O)COc1ccc(/C=N/NC(=O)C2CCCN2S(=O)(=O)c2ccc(Cl)cc2)cc1 (stereo unspecified) ?
TAAR1 ag: 5; M5 ag: -5; CHRM4 agonist: 2; M4 antag: -4; CHRM5 PAM: -3; M1 PAM: 2; M5 antag: -3; M1 ag: -5; M1 antag: -2

Results for CCC(C)C(NC(=O)[C@@H](NC(=O)c1ccccc1F)C(C)C)C(=O)OC (stereo partly specified) ?
TAAR1 ag: 0; M5 ag: -7; CHRM4 agonist: 0; M4 antag: 3; CHRM5 PAM: -2; M1 PAM: -3; M5 antag: 0; M1 ag: -3; M1 antag: 7

Among those listed so far, 2 contain a cyano group.
Results for CNc1nc(OCC#N)nc(N2CCCCC2)n1 ?
TAAR1 ag: 4; M5 ag: -3; CHRM4 agonist: 1; M4 antag: 6; CHRM5 PAM: 1; M1 PAM: 13; M5 antag: 5; M1 ag: -11; M1 antag: -11

Results for Cc1[nH]c(=O)nc(SCc2cccc(Cl)c2)c1C#N ?
TAAR1 ag: -3; M5 ag: -2; CHRM4 agonist: 0; M4 antag: -13; CHRM5 PAM: 6; M1 PAM: 7; M5 antag: 0; M1 ag: -2; M1 antag: -3

Source: PubChem BioAssay

Only part of the results is shown; the hit share may differ from the screen's.
